# NOD2 RIPK2 PPI – inhibitors of human NOD2-RIPK2 interaction | AID 624267 | O43353 | 360,000 compounds, 0.38% hits | inhibition, % at 4.98 µM | CHO BLA complementation NOD2-RIPK2, CCF4 ratio; in the data active = inhibition above about 21%;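 also: 0% = vehicle only and 100% = reference blocker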
# TLR9-MyD88 block – TLR9-MyD88 interaction inhibition | 340,000 compounds, 0.21% hits | CHO BLA complementation TLR9-MyD88, CCF4 FRET ratio | inhibition, % at 4.98 µM;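 active = inhibition above the mean over all tested compounds plus 3 SD, cut at about 21% in these data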;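 also: 0% = DMSO only wells and 100% = clavulanate BLA inhibitor control wells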
# ABHD5-PLIN5 inh – blocks binding of human ABHD5 to perilipin-5; inhibition, % at 4 µM; Split G. princeps luciferase complementation, luminescence, 4 h; Q00G26+Q8WTS1; 360,000 compounds, 0.78% hits;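 active = inhibition above the mean inhibition across every tested compound plus 3 SD, cut at about 22% in these data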;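 also: 0% = DMSO only wells and the 100% control is not disclosed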
# NCOA3 inh – inhibitors of human steroid receptor coactivator 3 (SRC3); AID 588352; Q9Y6Q9; inhibition, % at 3.6 µM; HEK293 GAL4-SRC3 luciferase reporter, luminescence; 360,000 compounds, 0.17% hits;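 active = inhibition above a per-campaign cutoff, the mean of all compounds plus 3 SD, cut at about 60% in these data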;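 also: 0% = DMSO-treated cells and 100% = gossypol-treated cells at 36 µM; higher means less SRC3-driven luciferase light from the GAL4 reporter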
# COUP-TFII inh – blocks human COUP-TFII nuclear receptor | 370,000 compounds, 0.7% hits | AID 686940 | HEK293T NGFI-A luciferase reporter, luminescence | inhibition, % at 8.6 µM | P24468;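 active = inhibition above a per-plate cutoff, mean inhibition of test wells between control levels plus 3 SD, cut at about 38% in these data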;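 also: cells cotransfected with COUP-TFII expression vector driving the NGFI-A reporter; 0% = median of COUP-TF2 test wells and 100% = reporter-only cells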
# LRH-1 inv ag – inverse agonists of human LRH-1 (NR5A2); HEK293T StAR-luciferase reporter, LRH-1 transfected, 24 h; inhibition, % at 3.6 µM; 360,000 compounds, 0.13% hits;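 active = inhibition above the mean inhibition of all tested compounds plus 3 SD, cut at about 73% in these data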;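 also: 0% = DMSO wells and 100% = reporter-only cells lacking LRH-1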
# Target sequence (O00482 whole entry, looked up): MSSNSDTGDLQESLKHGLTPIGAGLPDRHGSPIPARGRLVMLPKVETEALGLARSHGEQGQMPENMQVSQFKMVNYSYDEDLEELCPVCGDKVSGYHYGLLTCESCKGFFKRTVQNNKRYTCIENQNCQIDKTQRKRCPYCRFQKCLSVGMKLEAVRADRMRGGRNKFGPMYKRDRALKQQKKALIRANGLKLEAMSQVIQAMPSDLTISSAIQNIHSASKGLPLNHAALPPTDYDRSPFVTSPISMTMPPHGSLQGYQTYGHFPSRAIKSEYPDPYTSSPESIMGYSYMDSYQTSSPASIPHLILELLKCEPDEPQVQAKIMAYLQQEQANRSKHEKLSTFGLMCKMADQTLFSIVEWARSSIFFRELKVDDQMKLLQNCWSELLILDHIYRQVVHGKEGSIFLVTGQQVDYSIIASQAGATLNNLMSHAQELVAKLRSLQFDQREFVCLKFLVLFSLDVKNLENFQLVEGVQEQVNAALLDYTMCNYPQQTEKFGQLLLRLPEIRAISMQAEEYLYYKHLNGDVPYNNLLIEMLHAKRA
# MC4R antag cAMP – antagonists of human melanocortin 4 receptor (MC4R). P32245. 360,000 compounds, 0.48% hits. MC4R-expressing cells, MTII-stimulated cAMP, LANCE TR-FRET. inhibition, % at 6.5 µM. AID 540295;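 active = inhibition above its plate's cutoff, the mean of tested wells on that plate plus 3 SD, cut at about 29% in these data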;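 also: 0% = Melanotan II alone and 100% = Melanotan II plus saturating MCL0020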
# Target sequence (P32245 whole entry, looked up): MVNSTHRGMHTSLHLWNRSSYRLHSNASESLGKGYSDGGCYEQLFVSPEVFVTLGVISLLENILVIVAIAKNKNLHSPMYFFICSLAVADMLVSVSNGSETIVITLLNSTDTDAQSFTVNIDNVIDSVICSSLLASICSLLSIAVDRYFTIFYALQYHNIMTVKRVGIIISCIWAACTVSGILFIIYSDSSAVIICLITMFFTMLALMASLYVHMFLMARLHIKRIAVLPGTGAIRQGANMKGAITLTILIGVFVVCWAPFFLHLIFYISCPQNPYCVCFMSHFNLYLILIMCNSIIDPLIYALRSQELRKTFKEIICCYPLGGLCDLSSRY
#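 Material: U2OS-MC4R stable cell line | Reagent: Melanotan II challenge after compound preincubation | Doses: One concentration, 6.5 µM nominal | Incubation: 30-min compound preincubation, 1-h Melanotan II challenge, 1-h detection, room temperature | Signal: TR-FRET cAMP assay | Replicates: One well per compound, no replicates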
# MC4R barr agon – agonists of human melanocortin 4 receptor (MC4R) beta-arrestin; activation, % at 8.9 µM; P32245; 360,000 compounds, 0.98% hits; AID 540308; U2OS MC4R beta-arrestin complementation, luminescence; percent of melanotan II response, DMSO zero;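 active = activation above a per-plate cutoff, the mean activation of sample wells on that plate plus 3 SD, cut at about 8% in these data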
# EBV LMP1 NFkB – Epstein-Barr LMP1 NF-kappaB reporter inhibition; 350,000 compounds, 0.69% hits; LMP1-induced NF-kappaB luciferase reporter cells, luminescence; inhibition, % at 12.5 µM; AID 504558; in the data active = inhibition above about 41%;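 also: 0% = neutral control wells and 100% = reference inhibitor control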
# SRC1 inh – inhibitors of human steroid receptor coactivator 1 (SRC1) | 360,000 compounds, 0.12% hits | inhibition, % at 3.6 µM | HEK293 GAL4-SRC1 luciferase reporter, luminescence | Q15788 | AID 588354;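 active = inhibition above the campaign mean plus 3 SD, with each screening campaign given its own cutoff, cut at about 60% in these data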;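 also: 0% = DMSO treated cells and 100% = gossypol at 36 µM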
# NCOA2 inhibitor – inhibits human steroid receptor coactivator 2. HEK293 GAL4-SRC2 luciferase reporter, luminescence. inhibition, % at 9 µM. 370,000 compounds, 0.17% hits. AID 651957;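 active = inhibition above the mean inhibition of all tested compounds plus 3 SD, set per campaign, cut at about 52% in these data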;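 also: 0% = DMSO treated cells and 100% = cells given Gossypol at 36 µM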
# The depositor's hits bear a star; / = no result given.
SMILES,NOD2 RIPK2 PPI,TLR9-MyD88 block,ABHD5-PLIN5 inh,NCOA3 inh,COUP-TFII inh,LRH-1 inv ag,MC4R antag cAMP,MC4R barr agon,EBV LMP1 NFkB,SRC1 inh,NCOA2 inhibitor
COC(=O)c1ccccc1NC1=C/C(=N\S(=O)(=O)c2ccc(C(=O)O)cc2)c2ccccc2C1=O,1,-6,-12,2,/,18,-1,-0.7,-14,-16,/
O=C(CCCn1c(=S)[nH]c2ccc(Br)cc2c1=O)NCc1ccccn1,-11,-5,0,-7,-9,-7,1,-3.0,11,-1,-6
NC(Cc1ccc(C(F)(F)F)cc1)c1csc(Nc2nncc3ccccc23)n1 (stereo not given),20,/,-4,-2,-2,-12,35*,1.6,/,-3,2
CC1CCCCN1C(=O)c1cc(Cl)ccc1[N+](=O)[O-] (stereo not given),-11,-5,0,18,14,2,5,-2.2,7,-11,12
O=C(CCCN1C(=O)/C(=C\c2cccs2)SC1=S)Nc1ccccn1,-5,5,1,-3,-5,-5,-9,0.0,9,9,11
Cn1c(SCC(N)=O)nnc1-c1ccccc1,9,-4,3,18,-6,-5,10,-1.0,11,-5,-25
CC(=O)OC[C@@H]1CN(Cc2cccc(C(F)(F)F)c2)C[C@H](n2cnc3c(N4CCOCC4)ncnc32)O1,4,/,-5,12,-1,10,17,1.2,/,17,8
Cc1ccc(-c2nnc(Nc3ccc(CC(N)=O)cc3)c3ccccc23)cc1S(=O)(=O)NCC1CCCO1 (stereo not given),-6,0,-1,-2,6,-18,15,-0.3,-8,7,25
CC1CCN(CC(CS(=O)(=O)c2ccc([N+](=O)[O-])cc2)N2CCC(C)CC2)CC1 (stereo not given),-16,-9,0,7,18,7,2,-4.4,-2,-1,-62
COc1ccc(NC(=O)Nc2ccc(Br)c(C)c2)cc1,3,8,-3,-35,2,-46,-1,-1.5,-11,-29,-11
Clc1cccc(Cc2c(-c3cccc(Cl)c3)nc3ccc(Br)cn23)c1,-14,/,-13,-70,-52,-101,/,/,/,-56,-48
Cc1ccc(-n2ncc3c(SCC(=O)NNC(=O)C(C)C)ncnc32)cc1,-4,-2,1,-1,-14,-13,-2,0.3,-4,-34,-2
NC(=O)C1CCN(C(=O)C2CCC(=O)N(Cc3ccc(Cl)cc3)C2)CC1 (stereo not given),-2,9,0,-7,-1,1,-3,-2.6,-4,-1,-22
CCOC(=O)C1=C(C)OC(N)=C(C#N)C1c1c(C)nn(-c2ccccc2)c1Cl (stereo not given),-4,1,-2,20,1,-14,4,-1.1,7,-2,4
CCc1ccccc1Nc1ncnc2ccccc12,5,3,5,-12,-10,16,22,0.1,9,-20,7
CC(C)(C)C(=O)Nc1ccc(N=Nc2ccccc2)cc1,-9,-2,-4,51,66*,38,-4,0.2,-4,52,46
CCOC(=O)Cc1csc(NC(=O)CSc2nnc(C(C)C)n2C)n1,0,-6,0,23,8,7,3,-1.7,-3,3,11
Cc1nn(-c2ccc(Cl)cc2)c(=O)c2ccccc12,-7,8,0,-62,-19,-73,6,-0.5,-38,-73,-24
COc1ccccc1CNC(=O)CN1C(=O)NC2(CCC(C)CC2)C1=O (stereo not given),-7,-1,-3,12,7,6,6,-0.8,-2,-3,-1
Cc1nc(NC(=O)c2ccc(Cl)cc2)sc1Cc1ccc2c(c1)OCO2,4,-7,-8,8,-4,14,-22,-3.6,-11,-9,-7
Cc1cc(/C=C(\C#N)C(=O)OCC#N)c(C)n1CC(C)C,-7,3,-3,-11,-17,-2,8,0.5,3,-28,-3
Cc1ccc(NC(=O)c2ccc(CSc3ncnc4nc[nH]c34)cc2)c(C)c1,-1,-10,-3,15,-7,-10,7,3.4,3,-10,7
CCCOc1ccc(C(=O)c2ccccc2C(=O)O)cc1OCCC,10,0,10,23,-12,2,7,1.7,-22,8,-2
COc1ccc2c(c1)S/C(=C\C(=O)c1ccncc1)N2C,-9,5,3,-67,-34,-112,-7,0.9,-14,-109,-80
Cc1ccc(-c2nc3ccc(C)cn3c2Cc2cccc(F)c2)cc1,-2,/,-10,/,-48,-126,/,/,/,/,-51
Cc1ccc(S(=O)(=O)NC(=O)c2cc(C)n(-c3ccccc3)c2C)cc1,-2,-3,-3,33,0,11,-2,-1.9,4,2,18
Fc1ccccc1N1CCN(Cc2cc(-c3ccccc3)on2)CC1,8,21*,-6,13,2,8,-1,1.1,-4,-5,-18
Cn1nc(OCC(=O)O)cc1C(F)(F)F,-3,5,4,17,-15,1,5,0.0,-4,-22,-43
O=S(=O)(Cc1ccccc1)NC1c2ccccc2Oc2ccccc21,13,1,-5,2,-1,16,5,1.4,1,-11,-18
CCOc1ccc2c(c1)c1nnc(SCC3CCCO3)nc1n2C (stereo not given),-5,-2,2,-56,-15,4,-11,-1.9,-6,-23,-16
Cc1cc(=O)n(C(C)(C)C)c(=O)n1Cc1ccccc1,0,-15,4,5,-9,-1,2,0.3,4,-38,-4
COc1ccc(Cl)cc1C(=O)NNC(=O)c1ccc(F)c(S(=O)(=O)N2CCOCC2)c1,7,-4,-5,1,7,17,-4,-2.9,8,-2,-1
O=C(Nc1ccc(F)cc1)c1cccc2c1C(=O)N(CC1CCCO1)C2 (stereo not given),-1,9,1,-3,-63,-2,8,0.0,-3,-22,-18
CCC(C)/C(C)=N/NC(=O)CNS(=O)(=O)c1ccc([N+](=O)[O-])cc1 (stereo not given),-5,-9,-6,-9,-11,1,-2,-2.0,1,-21,-2
Cc1c(N(CC(=O)O)S(=O)(=O)c2ccccc2)c(=O)n(-c2ccccc2)n1C,-9,-3,-1,-16,-7,13,1,-2.1,4,0,1
COc1ccc(Sc2nnc(-c3ccccc3)cc2C#N)cc1,1,-7,10,24,-3,6,-11,1.5,3,14,11
Cc1cccc(C)c1-n1c(C)cc(/C=N/NC(=O)c2ccncc2)c1C,-3,-11,-5,12,-12,0,9,2.1,-4,-10,-24
O=[N+]([O-])c1cc(S(=O)(=O)NCCCN2CCOCC2)ccc1Cl,0,11,2,-8,27,8,6,0.2,-11,14,8
CCC(=O)/C=C1/Sc2ccc(OC)cc2N1CC,-8,4,-8,1,-7,13,7,-0.4,0,14,-1
Cc1sc(NC(=O)c2ccccc2F)c(CN2CCCCC2C)c1C (stereo not given),0,-3,-11,-52,-45,-132,7,0.3,-14,-90,-55
CC(C)OCCCNC(=O)c1cccc2c1C(=O)c1ccc(Cl)cc1S2(=O)=O,-8,-6,-2,-6,2,6,27,-3.0,-16,-7,-19
CCOC(=O)c1cc2sccc2n1Cc1ccc(C#N)cc1,1,-3,-1,15,15,-19,-20,0.9,-16,15,0
Cn1c(CN2CCN(C(=O)c3ccccc3)CC2)nc2cc([N+](=O)[O-])ccc21,-4,7,-2,-3,6,-20,0,-1.2,1,-30,-5
COc1cc(CNc2ncnc3c2[nH]c2ccc(C)cc23)cc(OC)c1,-4,3,6,16,33,11,7,-1.9,28,15,5
O=C(CSc1nc2cc(Cl)ccc2s1)NC1CCCc2ccccc21 (stereo not given),-1,2,-5,6,6,5,5,-1.0,0,-21,-2
Cc1nn(-c2cccc(Cl)c2)c2nc(-c3ccncc3)cc(C(=O)N3CCOCC3)c12,-7,3,-1,10,-9,13,34*,6.7,-13,-26,-6
Nn1c(SCc2cn3ccsc3n2)nnc1-c1ccncc1,-4,-6,4,-3,3,0,-5,-1.8,-9,-9,-13
COc1cccc(-c2cnc(C(O)c3c(C)cccc3C)[nH]2)c1 (stereo not given),1,/,-3,1,-8,3,0,0.2,/,-16,-17
CCOC(=O)/C(=N/Nc1ccc(Cl)cc1)Sc1nnnn1-c1ccc(C)cc1,6,6,4,8,3,-5,-2,-1.3,1,-10,-8
COC(=O)[C@H](Cc1ccccc1)NC(=O)NCc1cccs1,-10,4,-3,-6,-4,7,3,-0.9,0,-3,-7
# Next compounds.
SMILES,NOD2 RIPK2 PPI,TLR9-MyD88 block,ABHD5-PLIN5 inh,NCOA3 inh,COUP-TFII inh,LRH-1 inv ag,MC4R antag cAMP,MC4R barr agon,EBV LMP1 NFkB,SRC1 inh,NCOA2 inhibitor
CS(=O)(=O)c1ccc(C(=O)N2CCc3ccccc3C2)cc1,-7,-2,-5,-1,-21,8,-5,-0.6,-1,7,-22
CCN(CC)CCOC(=O)c1ccc(Cl)cc1Cl,3,-1,-1,16,0,-23,-5,-0.7,-1,-31,-1
O=C(Cn1nc(-c2ccccc2)ccc1=O)Nc1ccc(NC(=O)c2ccccn2)cc1,-11,-5,-1,9,14,4,9,14*,-31,0,-3
Cc1cc(-c2cccnc2)c(C#N)c(SCC#N)n1,6,4,3,2,-1,-22,13,0.9,-1,7,-17
CCCC1(c2ccccc2)NC(=O)NC1=O (stereo not given),1,-12,1,-1,1,1,-6,0.0,-7,4,-27
COc1ccc2c(c1)c(=O)c(C(=O)c1ccc(C)cc1)cn2CC(=O)Nc1ccc(F)cc1,-4,-3,-2,1,-2,15,13,-0.5,12,3,-15
CCc1nc2sc3ccccc3c(=O)c2c(=O)n1CCOC,2,-1,0,5,-9,-3,6,-2.1,1,-8,-25
CCOC(=O)CC(=O)Nc1nnc(CC(C)C)s1,-2,1,7,25,20,2,4,-1.9,-3,8,-11
O=C(Nc1nnc(-c2ccc3c(c2)CCCC3)o1)C1COc2ccccc2O1 (stereo not given),-2,1,-6,-21,2,-68,1,-2.7,-3,-20,5
COc1ccc(/C=C/C(=O)OCC(=O)N2c3ccccc3CC2C)cc1 (stereo not given),3,7,3,0,-5,-7,1,-0.1,2,-29,-3
Cc1ccc(C)c(-n2nnnc2SCC(=O)NCCC2=CCCCC2)c1,-2,5,0,3,-4,-3,10,0.9,1,-1,8
CCN1CCN(C(CNS(=O)(=O)c2ccc(F)cc2)c2cccnc2)CC1 (stereo not given),-11,-6,-3,13,-2,11,14,-3.0,2,10,0
CCNc1nc(SCC(N)=O)nc2sc3c(c12)CCN(C)C3,-7,2,-8,6,11,-8,0,0.2,2,-17,-22
CC(C)(C)OC(=O)C[C@@H]1C/C=C\C[C@H](CC(=O)NCCO)C(=O)N[C@@H](c2ccccc2)COC1=O,-8,-4,-3,8,-6,-13,8,-2.2,3,-4,-30
CCc1nnc(NC(=O)CCC(=O)N2CCN(Cc3ccc(C)cc3C)CC2)s1,-15,-7,-2,-25,9,-17,0,0.1,-5,-19,5
COc1ccc(Br)cc1S(=O)(=O)N(CC(=O)N1CCOCC1)c1ccccc1,-8,-9,1,11,8,6,4,-2.0,4,12,9

# Screening results deposited in PubChem by several laboratories.

# Some of the compounds tested; count on the stated rates, not on these rows.
